CHT allo act: CHT positive allosteric modulators, primary screen, cell-based, membrane potential dye, choline EC20. CHT-expressing cells; hits give high values; LV-AA mutant CHT in HEK293 cells. B-score at 10 µM. 0.49% of 310,000 active. AID 488977, 2010. High affinity choline transporter 1 (Homo sapiens), Q9GZV3;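 active = initial fluorescence not abnormally high and integrated response B-score, plate-corrected, over 3 SD above library mean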
Target sequence (Q9GZV3 whole entry, looked up): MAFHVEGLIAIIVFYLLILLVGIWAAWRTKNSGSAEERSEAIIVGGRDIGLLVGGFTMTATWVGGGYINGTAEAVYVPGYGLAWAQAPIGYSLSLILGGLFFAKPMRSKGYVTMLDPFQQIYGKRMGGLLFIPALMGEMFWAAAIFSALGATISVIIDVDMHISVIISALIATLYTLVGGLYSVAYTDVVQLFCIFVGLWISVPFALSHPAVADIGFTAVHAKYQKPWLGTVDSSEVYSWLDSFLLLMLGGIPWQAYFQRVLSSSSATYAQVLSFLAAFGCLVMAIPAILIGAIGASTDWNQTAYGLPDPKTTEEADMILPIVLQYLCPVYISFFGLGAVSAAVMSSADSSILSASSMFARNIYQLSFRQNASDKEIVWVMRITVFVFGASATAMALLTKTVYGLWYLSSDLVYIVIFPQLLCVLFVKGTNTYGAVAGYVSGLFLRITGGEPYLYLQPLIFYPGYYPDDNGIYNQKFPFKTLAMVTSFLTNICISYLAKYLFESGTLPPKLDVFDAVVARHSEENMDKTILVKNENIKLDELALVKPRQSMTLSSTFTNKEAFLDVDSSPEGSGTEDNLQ
CHT block: inhibitors of human choline transporter CHT. CHT-expressing cells, membrane potential dye, choline response; hits give low values. B-score at 10 µM. 0.86% of 310,000 active;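 active = B-score over 3 SD under the library average, and starting fluorescence ratio not unusually high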;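 also: choline stimulus applied at its EC90 after an EC20 pre-addition; B-score computed on integrated fluorescence ratio after choline addition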
Starred values were filed as active, the others as inactive; i = inactive.

Sample of the layout, three compounds:
SMILES | CHT allo act | CHT block
O=C(Nc1ccc(S(=O)(=O)Nc2ccccc2)cc1)c1ccc(CN2CCOCC2)cc1 | i | i
O=C1CSC(c2ccc(Cl)cc2)N1Nc1nc(N2CCOCC2)nc(N2CCOCC2)n1 (stereo not given) | i | i
Cc1nc2c(C(=O)NCc3ccccc3Cl)c[nH]n2c(=O)c1Cl | i | i

All compounds of this part, repeating the preview:
SMILES | CHT allo act | CHT block
O=C(Nc1ccc(S(=O)(=O)Nc2ccccc2)cc1)c1ccc(CN2CCOCC2)cc1 | i | i
O=C1CSC(c2ccc(Cl)cc2)N1Nc1nc(N2CCOCC2)nc(N2CCOCC2)n1 (stereo not given) | i | i
Cc1nc2c(C(=O)NCc3ccccc3Cl)c[nH]n2c(=O)c1Cl | i | i
CC1=NN(C(=O)Cc2ccccc2)C(O)(c2cccnc2)C1 (stereo not given) | i | i
Cc1ccc(Sc2cc(NCCCO)c([N+](=O)[O-])c3nonc23)cc1 | i | i
C=CCn1c(SCC(=O)c2c(N)n(C)c(=O)n(C)c2=O)nnc1-c1ccncc1 | i | i
CC1CC(c2ccccc2)=Nc2ccccc2N1 (stereo not given) | i | i
O=C1N(c2ccccc2)C[C@@H]2C[C@@H](c3cccc4c3OCO4)N3CCC[C@@]123 | i | i
NC(=O)NC(=O)COC(=O)CCCCCNS(=O)(=O)c1ccc2c(c1)OCCO2 | i | i
C/C(=N\NC(=O)Cc1ccccc1Cl)c1cccnc1 | i | i
COc1ccccc1-c1cc(C(F)(F)F)nc(S(C)(=O)=O)n1 | i | i
COc1ccc(C(=O)N2CCN(c3cccc(Cl)c3)CC2)cc1 | i | i
CC1(C)Cc2c(sc3nc(SCC(=O)N4CCOCC4)nc(N)c23)CO1 | i | i
O=c1[nH]c(CN2CCN(S(=O)(=O)c3ccc4c(c3)OCCO4)CC2)nc2sc3c(c12)CCCC3 | i | i
CCn1cc(Cl)c(C(=O)NNC(=O)CCn2ccc([N+](=O)[O-])n2)n1 | i | i
CCS(=O)(=O)N1Cc2ccccc2CC1C(=O)Nc1ccc(OC)c(OC)c1 (stereo not given) | i | i
CCCCN(CC)CCNc1c(NC2CCN(C(=O)OCC)CC2)c(=O)c1=O | i | i
COCCn1c(C)cc(C(=O)COC(=O)c2ccc[nH]c2=O)c1C | i | i
O=C(COc1ccc(Cl)cc1)NCCCNC(=O)c1cccnc1 | i | i
COc1cccc(C2C(C(=O)c3cc4ccccc4o3)=C(O)C(=O)N2c2cc(C)on2)c1 (stereo not given) | i | i
O=C(Cn1c(=O)[nH]c2ccccc2c1=O)Nc1cccnc1 | i | i
Cc1ccc(CN(C(=O)C(F)(F)F)C(C(=O)NC2CCCCC2)c2ccco2)cc1 (stereo not given) | i | i
O=C1N=c2ccc(Br)cc2=C1c1sc(=O)[nH]c1O | i | i
N#CC(C#N)=C(N)/C(C#N)=C/c1cc(O)c(O)c(O)c1 | i | i
CC/C(=N\NC(=O)C1CCCC1)c1cccc(Br)c1 | i | i
CC1Cc2ccccc2N1Cc1nc2scc(-c3cccs3)c2c(=O)[nH]1 (stereo not given) | i | i
COC(=O)CN1C(=O)COc2ccc(S(=O)(=O)NCc3ccc(Cl)cc3)cc21 | i | -6.08*
O=C(CC1NCCNC1=O)Nc1ccc(Oc2ccccc2)cc1 (stereo not given) | i | i
CCc1ccc(NC(=O)CSc2nc(=O)n(CCCN(C)C)c3c2CCC3)cc1 | i | i
COc1ccccc1OCC(=O)NNC(=S)NC(=O)c1ccco1 | i | i

Fetched by compound from the entries so far:
SMILES | CHT allo act | CHT block
O=C(CC1NCCNC1=O)Nc1ccc(Oc2ccccc2)cc1 (stereo not given) | i | i
CCCCN(CC)CCNc1c(NC2CCN(C(=O)OCC)CC2)c(=O)c1=O | i | i

Later entries:
SMILES | CHT allo act | CHT block
O=C1CC(N2CCC(O)(c3ccc(Cl)cc3)CC2)C(=O)N1 (stereo not given) | i | i
CCCNC(=O)C1CCC(CNS(=O)(=O)c2cccc3nsnc23)CC1 (stereo not given) | i | i
COc1cc(NC(=O)c2ccc(OC)c([N+](=O)[O-])c2)ccc1NC(=O)c1cccs1 | i | i
CC(NC(=O)c1ccc(F)cc1)c1ccccc1 (stereo not given) | i | i
Cc1c(C(=O)NCc2ccc3c(c2)OCO3)oc2ccc(S(=O)(=O)N3CCCC3)cc12 | i | i
O=C(c1cc(COc2ccc3ncccc3c2)on1)N1CCCCCC1 | i | i
Cc1ccc2c(c1)C(=O)C(=O)N2CC(=O)OC(C)C | i | i
CCCCNC(=S)Nc1cc([N+](=O)[O-])ccc1C | i | i
CCOc1cc(CNCC(O)c2ccccc2)cc(Cl)c1OC (stereo not given) | i | i
COCCNC(=O)C(=O)N/N=C(\C)CC(=O)Nc1cccc(C(F)(F)F)c1 | i | i
Cc1nc(/C(N)=N/OC(=O)c2c(-c3ccccc3Cl)noc2C)cs1 | i | i
NCc1ccc(S(N)(=O)=O)cc1 | i | i
COC(=O)CN(C(=S)Nc1ccc(F)cc1)C1CC(=O)N(c2ccc(OC)cc2)C1=O (stereo not given) | i | i
CCOC(=O)c1sc(NC(=O)COC(=O)c2ccco2)nc1C | i | i
Cc1ccc(-n2c(SCc3ccc(C(=O)O)cc3)nnc2-c2ccncc2)cc1 | i | i

Whole records from above:
Listed for CCCCN(CC)CCNc1c(NC2CCN(C(=O)OCC)CC2)c(=O)c1=O → CHT allo act = i; CHT block = i
Listed for CCOc1cc(CNCC(O)c2ccccc2)cc(Cl)c1OC (stereo not given) → CHT allo act = i; CHT block = i
Listed for NCc1ccc(S(N)(=O)=O)cc1 → CHT allo act = i; CHT block = i

(more compounds)
SMILES | CHT allo act | CHT block
Cc1ccc(-c2nn(-c3ccccc3)cc2C(=O)NN2CCN(C)CC2)cc1 | i | i
Cc1nc2c(cnn2-c2ccccc2Cl)c(=O)n1-c1ccc(C(C)C)cc1 | i | i
COCCn1c(Cc2ccccc2)nnc1SCC(=O)NC(C)(C)C | i | i
COc1ccccc1NC(=O)c1cc(-c2cc(OC)c(OC)c(OC)c2)nc2ccccc12 | i | i
COc1cccc(NC(=O)C(Cc2ccccc2)n2cccc2)c1 (stereo not given) | i | i
CCOC(=O)c1ccc(NC(=O)c2c(Cl)cc(C)nc2C)cc1 | i | i
Cc1ccc(C(=O)Cn2c(C(=O)/C=C/c3ccccc3)nc3ccccc32)cc1 | i | i
COc1ccc(CCNC(=O)c2cccnc2)cc1OC | i | i
Cc1cc(C(=O)OCC(=O)c2cccs2)c2ccccc2n1 | i | i
CN1CCc2c(sc3c2c(=O)n(-c2ccccc2)c2nncn32)C1 | i | i
COc1ccc(-c2cc(=O)c3ccccc3[nH]2)cc1 | i | i
CCOc1ccccc1CN1CCNC(=O)C1CC(=O)N(C)CCc1cnn(C)c1 (stereo not given) | i | i
Cc1[nH]c2ccc(C(=O)Nc3ccncc3)cc2c1C | i | i
CCc1cccc(CC)c1NC(=O)CSc1nc2ccc(N3C(=O)C4C(C3=O)[C@H]3C=C[C@@H]4C3)cc2s1 (stereo not given in full) | i | i
COc1ccccc1NC(=O)C1CCCN(S(=O)(=O)c2cccc3nsnc23)C1 (stereo not given) | i | i
O=C(c1ccc(OC2CCN(CCc3ccccc3)CC2)cc1)N1CCCC(CO)C1 (stereo not given) | i | i
Cc1ccc(N(C(C)C(=O)Nc2ccccc2C(=O)N2CCOCC2)S(C)(=O)=O)cc1C (stereo not given) | i | i
COc1ccc(C(C)C)cc1S(=O)(=O)N1CCN(C)CC1 | i | i
CCNC(=O)CC1C(=O)N(c2ccc(F)cc2)C(=O)N1CCc1ccc(OC)cc1 (stereo not given) | i | i
Oc1ccc2c(c1)c1c3n2CCNC3CCC1 (stereo not given) | i | i
CCCOc1ccc2oc(=O)c3c(c2c1)CCCN3C(=O)CN(C)Cc1ccccc1 | i | i
Cc1ccc(Cn2nnc3c(=O)[nH]c(C4CCCN(S(=O)(=O)c5ccccc5F)C4)nc32)cc1 (stereo not given) | i | i
CC1=NN(C(=O)CSCc2ccccc2)C(O)(c2ccc(Cl)cc2)C1 (stereo not given) | i | -6.51*
O=C(c1cccnc1)N1CCN(c2ccccc2Cl)CC1 | i | i
Cc1cc(-n2c(C)cc(C(=O)CSc3nnnn3-c3ccc(Cl)cc3)c2C)no1 | i | i
COc1ccc(NC(=O)C2CCN(C(=O)c3cccs3)CC2)c(OC)c1 | i | i
COc1ccccc1NC(=O)c1cnc2c(-c3ccccc3)c(C)nn2c1C | i | i
N=C1SC(c2ccccc2)C(=O)N1c1ncc(Cc2ccccc2Cl)s1 (stereo not given) | i | i
O=C(CSc1nnc(NC(=O)c2ccc(F)cc2F)s1)NC1CCCC1 | i | i
O=C(N/N=C/c1ccc(N2CCOCC2)cc1)c1ccc(NS(=O)(=O)c2cccs2)cc1 | i | i
O=CNC(Cc1ccccc1)C(=O)O (stereo not given) | i | i
COc1ccc(/C(N)=N/OC(=O)CSc2ccc(C)cc2)cc1OC | i | i
CC(C)(Oc1ccc(-c2ccco2)cc1)C(=O)O | i | i
Cc1cc2n(n1)SC(Nc1cc(Cl)ccc1Cl)N2 (stereo not given) | i | i
O=C(NC12CC3CC(CC(C3)C1)C2)N1CCN(C2CCCCC2)CC1 | i | i
NC(=O)C1CCN(c2nc(C3CC3)nc3c2nnn3Cc2ccccc2Cl)CC1 | i | i
NC(=O)CCC1NC(=S)N(Cc2ccccc2)C1=O (stereo not given) | i | i
O=C(OCCN(C1=NS(=O)(=O)c2ccccc21)c1ccc(Cl)cc1)c1ccco1 | i | i
Cn1c(CC(=O)Nc2ccccc2Cl)nnc1SCC(=O)NC1=NCCS1 | i | i
O=C(COC(=O)c1cc[n+]([O-])cc1)Nc1c(Cl)cccc1C(F)(F)F | i | i
CCc1[nH]nc2c1C(c1cccc(OC(=O)N3CCOCC3)c1)C(C#N)=C(N)O2 (stereo not given) | i | i
CCOC(=O)C1=C(C)NC2=C(C(=O)c3ccccc32)C1c1ccc([N+](=O)[O-])o1 (stereo not given) | i | i
O=C1CN(C(=O)COc2ncnc3ccccc23)c2ccccc2N1 | i | i
C=C(C)c1cccc(C(C)(C)NC(=O)Nc2ccc(Cl)cn2)c1 | i | i
Clc1ccccc1Cc1noc(CN2CCN(c3cnccn3)CC2)n1 | i | i
Cc1ccc(C)c(NC(=O)CCOc2ccccc2)c1 | i | i
Cc1[nH]c2ccccc2c1SCC(=O)N1CCC(C)CC1 | i | i
CC(C)(C)OC(=O)NC(CNCc1ccccc1)Cc1ccccc1 (stereo not given) | i | i
Cc1ccc(Cn2c(Sc3nccc(C)n3)nc3c2c(=O)[nH]c(=O)n3C)cc1 | i | i
CCOc1ccc2oc(-c3ccccc3)c(C(=O)N3CCN(C)CC3)c2c1 | i | i
CCN(CC)CCNC(=O)c1ccc(NC(=O)Nc2cccc3ccccc23)cc1 | i | i
O=C(CC1(C(F)(F)F)OCCO1)Nc1ccc2c(c1)OCO2 | i | i
O=C(Nc1ccc([N+](=O)[O-])cc1)N1CCCCC1 | i | i
COCCNC(=O)CN1C(=O)c2cccc3cccc1c23 | i | i
Nc1nnc(SCC(=O)c2ccc3c(c2)NC(=O)CO3)s1 | i | i
Cc1nn(-c2ccccn2)c2c1C(c1ccsc1)C1=C(CCCC1=O)N2 (stereo not given) | i | i
O=C(COC(=O)Cc1ccc(Br)cc1)NCc1ccc(F)cc1 | i | i
CN1CCC(N(C)C(=O)CCc2nc3ccccc3c(=O)[nH]2)CC1 | i | i
CC(C)CC(=O)NC(=S)NCCc1ccccc1 | i | i
COc1cc(OC)c(NC(=O)c2c(-c3ccccc3)noc2C)cc1Cl | i | i

Carrying on:
SMILES | CHT allo act | CHT block
O=C(O)c1ccc(N/N=C/c2cccc3cccnc23)cc1 | i | i
CCC(C)/C(C)=N/NC(=O)c1ccc(COc2ccc(Cl)c(C)c2)cc1 (stereo not given) | i | i
CCCCNC(=O)CCc1c(C)nc2nc(-c3cc(OC)cc(OC)c3)nn2c1C | i | i
Cc1ccc(NC(=O)c2ccc3c(c2)CCN3S(C)(=O)=O)c(C)c1 | i | i
N/C(Cc1ccc(Cl)cc1)=N\OC(=O)c1ccccc1 | i | i
CC(C)(C)OC(=O)NCCCC1=CC2=CC(=O)C(C)(OC(=O)C3CCCC3)C(=O)C2=CO1 (stereo not given) | i | i
Cn1cnnc1SCC(=O)Nc1nc(-c2ccccc2)cs1 | i | i
CC(C)=NOc1cc(NC(=O)CCl)cc([N+](=O)[O-])c1 | i | i
CSc1nnc(-c2ccc(C(F)(F)F)cn2)o1 | i | i
CC(C)C[C@@H](C(=O)N[C@@H](C(=O)O)c1ccccc1)N1C(=O)N2CCc3c([nH]c4ccccc34)[C@@]2(C)C1=O | i | i
CCc1cc2c(C)cc(C)cc2nc1SCC(=O)Nc1cc(C)on1 | i | i
Cc1cc(C)c(C#N)c(SCCN2CCOCC2)n1 | i | i
CC(=O)OC(C)(C)C1Cc2cc3ccc(=O)oc3cc2O1 (stereo not given) | i | i
CCOC(=O)c1c(-c2ccsc2)csc1N | i | i
COC(=O)c1ccc2c(=O)n(-c3ccccc3)c(=S)[nH]c2c1 | i | i
CC(=O)Nc1ccc(OCC(O)Cn2c3ccccc3c3ccccc32)cc1 (stereo not given) | i | i
COC(=O)c1c(NC(=O)CN2CCC3(O)CCCCC3C2c2ccccc2OC)sc(C)c1C (stereo not given) | i | i
COCCNS(=O)(=O)c1ccc(-c2ccc(Cl)cc2)cc1 | i | i
Cc1cccc(NC(=O)Cn2c(=O)n(CC3CCCO3)c(=O)c3ccccc32)c1 (stereo not given) | i | i

High-throughput results (PubChem BioAssay)
